Screening results as filed in PubChem.
TcdB inh = blocks C. difficile toxin B glycohydrolase activity; P18177; inhibition, % at 9.99 µM; TcdB glycohydrolase enzymatic assay, plate reader; AID 652162; 350,000 compounds, 0.24% hits; in the data active = inhibition above about 10%
Active calls of the source: *.

smiles | TcdB inh
COCCOC(=O)N1C(=O)[C@@]2(c3cc(C#CCC(C(=O)OC)C(=O)OC)ccc31)[C@H](C(=O)N1CCN(c3ncccn3)CC1)[C@H]1C(=O)O[C@H](c3ccccc3)[C@H](c3ccccc3)N1[C@@H]2c1ccc(O)cc1 | 1.7
C[C@H]1CN([C@@H](C)CO)S(=O)(=O)c2ccc(C3=CCCC3)cc2O[C@H]1CN(C)Cc1cccnc1 | -0.3
CC(=O)OCO/N=[N+](\[O-])N1CCCC1 | 0.8
COc1ccc(C#Cc2ccc([C@H]3[C@@H](CO)N4C(=O)CN(C(C)=O)C[C@@H]34)cc2)cc1 | -0.8
COc1cccc(-c2ccc([C@H]3[C@H](CO)N4C(=O)CN(C(=O)C5CCCC5)C[C@@H]34)cc2)c1 | 0.4
COc1ccc(NC(=O)Nc2ccc3c(c2)CC(=O)N([C@@H](C)CO)C[C@@H](C)[C@H](CN(C)S(=O)(=O)c2ccc(Cl)cc2)O3)cc1 | 0.2
Cc1noc(C)c1NC(=O)Nc1ccc2c(c1)C(=O)N([C@H](C)CO)C[C@H](C)[C@@H](CN(C)Cc1ccc(C(=O)Nc3ccccc3N)cc1)O2 | -0.6
CCCC#Cc1cnc2c(c1)C(=O)N([C@@H](C)CO)C[C@@H](C)[C@@H](CN(C)C(=O)Cc1ccncc1)O2 | 0.9
O=C(Nc1ccccc1)N1C[C@H]2[C@@H](c3ccccc31)[C@@H](CO)N2C(=O)c1ccccc1F | -0.2
Cc1ccc(-c2ccc3c(c2)O[C@@H](CN(C)C(=O)CN(C)C)[C@@H](C)CN([C@@H](C)CO)S3(=O)=O)cc1 | -0.2
Cc1ccc(S(=O)(=O)N(C)C[C@H]2Oc3ccc(NC(=O)Nc4ccccc4)cc3C(=O)N([C@H](C)CO)C[C@H]2C)cc1 | 0.5
CO[C@@H]1CN(C)C(=O)c2cc(NC(=O)C3CC3)ccc2OC[C@H](C)N(C(=O)c2ccccc2)C[C@@H]1C | 0.9
COc1ccc(CNC(=O)C[C@H]2CC[C@H](NC(=O)CN(C)C)[C@H](CO)O2)cc1 | -0.7
Cc1noc(C)c1NC(=O)Nc1ccc2c(c1)C(=O)N([C@@H](C)CO)C[C@@H](C)[C@H](CN(C)C(=O)Nc1ccc(F)cc1)O2 | -1.0
CC(C)CC#Cc1ccc([C@@H]2[C@H]3CN(C(=O)Cc4ccccn4)CCCCN3[C@H]2CO)cc1 | 1.1
C[C@@H]1CN([C@@H](C)CO)C(=O)c2cc(NC(=O)Cc3cn(C)c4ccccc34)ccc2O[C@H]1CN(C)Cc1ccc(C(=O)Nc2ccccc2N)cc1 | 0.5
CCN1CC(=O)N2[C@H](CO)[C@@H](c3ccc(Br)cc3)[C@@H]2C1 | -0.9
COc1ccc(NC(=O)Nc2ccc3c(c2)C(=O)N([C@H](C)CO)C[C@@H](C)[C@H](CN(C)C(=O)C2CCCCC2)OCCCC[C@@H](C)O3)cc1 | -3.7
CO[C@H]1CN(C)C(=O)c2ccc(NC(=O)C3CC3)cc2OC[C@H](C)N(CC2CC2)C[C@@H]1C | -6.4
CCCNC(=O)N1CC2(CN(Cc3cccnc3)C2)c2c(n(C)c3cc(OC)ccc23)[C@H]1CO | 2.3
O=C(Cc1ccccn1)N1CC(=O)N2[C@H](CO)[C@H](c3ccc(C#CCC4CCCC4)cc3)[C@H]2C1 | 0.5
COc1ccccc1S(=O)(=O)N[C@H]1C=C[C@@H](CC(=O)N2CCOCC2)O[C@@H]1CO | -12.3
C[C@H](CO)N1C[C@H](C)[C@@H](CN(C)C(=O)Nc2cc(F)ccc2F)Oc2cc(/C=C/c3ccccc3)ccc2S1(=O)=O | -0.8
C[C@@H]1CN([C@H](C)CO)C(=O)c2cccc(NC(=O)c3nc4ccccc4s3)c2O[C@H]1CN(C)Cc1ccc(C(=O)Nc2ccccc2N)cc1 | -0.9
C[C@@H]1CCCCO[C@@H](CN(C)Cc2ccc(Cl)c(Cl)c2)[C@H](C)CN([C@H](C)CO)C(=O)c2cc(NC(=O)Nc3ccccc3)ccc2O1 | -0.8

The last 6 entries of the section before are carried over, then new ones follow.
smiles | TcdB inh
CCCNC(=O)N1CC2(CN(Cc3cccnc3)C2)c2c(n(C)c3cc(OC)ccc23)[C@H]1CO | 2.3
O=C(Cc1ccccn1)N1CC(=O)N2[C@H](CO)[C@H](c3ccc(C#CCC4CCCC4)cc3)[C@H]2C1 | 0.5
COc1ccccc1S(=O)(=O)N[C@H]1C=C[C@@H](CC(=O)N2CCOCC2)O[C@@H]1CO | -12.3
C[C@H](CO)N1C[C@H](C)[C@@H](CN(C)C(=O)Nc2cc(F)ccc2F)Oc2cc(/C=C/c3ccccc3)ccc2S1(=O)=O | -0.8
C[C@@H]1CN([C@H](C)CO)C(=O)c2cccc(NC(=O)c3nc4ccccc4s3)c2O[C@H]1CN(C)Cc1ccc(C(=O)Nc2ccccc2N)cc1 | -0.9
C[C@@H]1CCCCO[C@@H](CN(C)Cc2ccc(Cl)c(Cl)c2)[C@H](C)CN([C@H](C)CO)C(=O)c2cc(NC(=O)Nc3ccccc3)ccc2O1 | -0.8
C[C@H]1CN([C@@H](C)CO)C(=O)c2cccc(NC(=O)c3ccc(-c4nccs4)cc3)c2O[C@H]1CN(C)C(=O)NC1CCCCC1 | -0.1
C[C@@H]1CN([C@@H](C)CO)C(=O)Cc2cc(NC(=O)Cn3cnnn3)ccc2O[C@H]1CN(C)S(=O)(=O)c1ccc(F)cc1 | -1.1
COc1cccc(-c2cn(CC[C@@H]3CC[C@@H](NC(=O)CC4CC4)[C@@H](CO)O3)nn2)c1 | -0.2
CN(C)CC#Cc1ccc([C@@H]2[C@@H](CO)N3CCCCN(C(=O)C4CC4)C[C@@H]23)cc1 | 0.5
O=C1CNC[C@@H]2[C@H](c3ccc(C#Cc4cccnc4)cc3)[C@H](CO)N12 | -0.6
O=S(=O)(N[C@H]1CC[C@@H](CCn2cc(-c3ccccn3)nn2)O[C@@H]1CO)c1cccc(F)c1 | 1.0
CC(C)NC(=O)Nc1ccc2c(c1)C(=O)N([C@H](C)CO)C[C@@H](C)[C@@H](CN(C)C(=O)Cc1ccccc1)OCCCC[C@H](C)O2 | 0.5
N#C[C@H]1[C@@H](c2ccc(C#CC3CCCC3)cc2)[C@@H](CO)N1S(=O)(=O)Cc1ccccc1 | -1.3
O=C(C[C@@H]1C=C[C@@H](NC(=O)c2cccnc2)[C@H](CO)O1)NCc1ccncn1 | 0.9
O=C(c1ccc(F)cc1)N1CC(=O)N2[C@H](CO)[C@H](c3ccc(C#CC4CCCC4)cc3)[C@@H]2C1 | 0.7
COCC(=O)Nc1ccc2c(c1)C(=O)N(C)[C@@H]1CC[C@@H](CC(=O)NCC3CCCCC3)O[C@@H]1CO2 | -0.1
C[C@@H]1CN([C@@H](C)CO)C(=O)Cc2cc(NC(=O)C3CC3)ccc2O[C@@H]1CN(C)Cc1ccc(-c2ccccc2)cc1 | 0.0
COc1ccccc1C(=O)N1C[C@@H]2[C@H](c3ccccc31)[C@H](CO)N2C(=O)C1CCCC1 | 0.1
CO[C@@H]1CN(C)C(=O)c2cc(NC(C)=O)ccc2OC[C@H](C)N(S(C)(=O)=O)C[C@H]1C | 2.4
O=C(C1CCCC1)N1CCCCN2[C@@H](CO)[C@H](c3ccc(C#CC4CC4)cc3)[C@@H]2C1 | -0.3
COc1ccc(NC(=O)Nc2ccc3c(c2)C(=O)N([C@H](C)CO)C[C@H](C)[C@@H](CN(C)C)OCCCC[C@@H](C)O3)cc1 | -0.2
CNC[C@H]1Oc2c(NC(=O)Nc3c(C)noc3C)cccc2C(=O)N([C@H](C)CO)C[C@@H]1C | -1.3
CCC(=O)Nc1ccc2c(c1)C(=O)N(C)C[C@H](OC)[C@H](C)CN(C(C)=O)[C@H](C)CO2 | -1.0
C[C@H]1CCCCO[C@@H](CN(C)C(=O)Cc2ccccc2)[C@@H](C)CN([C@@H](C)CO)C(=O)c2cc(NS(=O)(=O)c3cn(C)cn3)ccc2O1 | 1.1
COC(=O)[C@H]1[C@H](CO)[C@H]2Cn3c(ccc(-c4cccc(F)c4)c3=O)[C@H]2N1C(C)=O | 0.5
COC(=O)C[C@@H]1C[C@@H]2c3cc(NC(=O)CN(C)C)ccc3O[C@@H]2[C@H](CO)O1 | -12.2
CO[C@@H]1CN(C)C(=O)c2cc(NS(C)(=O)=O)ccc2OC[C@@H](C)N(C(=O)c2ccc3c(c2)OCO3)C[C@@H]1C | -0.4
C[C@@H]1CN([C@H](C)CO)C(=O)Cc2cc(NC(=O)C3CC3)ccc2O[C@H]1CN(C)Cc1ccc(C(=O)Nc2ccccc2N)cc1 | -0.8
Cc1noc(C)c1S(=O)(=O)Nc1ccc2c(c1)CC(=O)N([C@@H](C)CO)C[C@@H](C)[C@@H](CN(C)Cc1ccncc1)O2 | -0.8
C[C@@H]1CN([C@@H](C)CO)C(=O)c2cc(NC(=O)Nc3ccc(F)cc3)ccc2O[C@H]1CN(C)C(=O)Nc1cccc2ccccc12 | 0.8

SMILES: O=C(C1CCCC1)N1CC2(C1)[C@H](c1ccccc1)[C@H](CO)N2Cc1cncnc1
  TcdB inh: 0.0

SMILES: C/C=C/c1ccc([C@@H]2[C@@H](CO)N3C(=O)CN(Cc4ccc(C(=O)OC)cc4)C[C@@H]23)cc1
  TcdB inh: 0.1

SMILES: CO[C@@H]1CN(C)C(=O)c2cc(NC(=O)Nc3cc(F)ccc3F)ccc2OC[C@H](C)N(C)C[C@H]1C
  TcdB inh: -0.8

SMILES: C[C@@H]1CCCCO[C@H](CN(C)C(=O)Cc2ccccc2)[C@@H](C)CN([C@@H](C)CO)C(=O)c2cc(NC(=O)CCCN(C)C)ccc2O1
  TcdB inh: 0.6

SMILES: COc1ccc2c3c(n(C)c2c1)[C@@H](CO)N(C)CC31CCN(C(=O)C2CCC2)CC1
  TcdB inh: -9.3

SMILES: CC(C)C#Cc1cnc2c(c1)C(=O)N([C@H](C)CO)C[C@H](C)[C@@H](CN(C)Cc1cncnc1)O2
  TcdB inh: -0.1

SMILES: Cc1noc(C)c1NC(=O)Nc1ccc2c(c1)C(=O)N([C@H](C)CO)C[C@@H](C)[C@@H](CN(C)C(=O)NC1CCCCC1)O2
  TcdB inh: -0.4

SMILES: O=C(NCC[C@H]1CC[C@@H](NS(=O)(=O)c2ccc(Cl)cc2)[C@@H](CO)O1)c1ccccc1F
  TcdB inh: 0.2

SMILES: COc1ccc(S(=O)(=O)N(C)C[C@H]2OCCCC[C@@H](C)Oc3ccc(NS(C)(=O)=O)cc3C(=O)N([C@H](C)CO)C[C@H]2C)cc1
  TcdB inh: 0.6

SMILES: COc1ccc(C(=O)Nc2ccc3c(c2)OC[C@@H](C)NC[C@H](C)[C@H](OC)CN(C)C3=O)cc1
  TcdB inh: 0.7

SMILES: C[C@H]1CCCCO[C@H](CN(C)C(=O)C2CCCCC2)[C@@H](C)CN([C@@H](C)CO)C(=O)c2cc(NC(=O)Nc3ccc(C(F)(F)F)cc3)ccc2O1
  TcdB inh: 0.5

SMILES: CCCNC(=O)N1C[C@H](O)COC[C@@H]2O[C@H](CC(=O)N[C@H]3CCN(Cc4ccccc4)C3)CC[C@H]21
  TcdB inh: -16.0

SMILES: Cc1ccc(S(=O)(=O)Nc2ccc3c(c2)C(=O)N([C@H](C)CO)C[C@@H](C)[C@@H](CN(C)C(=O)Nc2ccc(C(F)(F)F)cc2)O3)cc1
  TcdB inh: 1.3

SMILES: CNC[C@H]1Oc2ccc(N(C)C)cc2CC(=O)N([C@H](C)CO)C[C@@H]1C
  TcdB inh: -9.2

SMILES: CO[C@@H]1CN(C)C(=O)c2ccc(NC(=O)c3ccc(F)cc3)cc2OC[C@H](C)N(C(=O)CN(C)C)C[C@H]1C
  TcdB inh: -0.8

SMILES: C[C@@H]1CN([C@H](C)CO)C(=O)Cc2cc(NC(=O)CCC(F)(F)F)ccc2O[C@H]1CN(C)S(=O)(=O)c1cccs1
  TcdB inh: -1.1

SMILES: C[C@H]1CN([C@@H](C)CO)C(=O)Cc2cc(NS(=O)(=O)c3ccc(F)cc3)ccc2O[C@@H]1CN(C)Cc1ccccc1
  TcdB inh: 1.3

SMILES: CCCNC(=O)Nc1ccc2c(c1)C(=O)N(C)C[C@H](OC)[C@H](C)CN(CCC)[C@H](C)CO2
  TcdB inh: -0.1

SMILES: N#C[C@H]1[C@@H](c2ccc(C3=CCCCC3)cc2)[C@@H](CO)N1C(=O)CN1CCOCC1
  TcdB inh: 1.7

SMILES: C[C@@H]1CN([C@H](C)CO)C(=O)c2cccc(NC(=O)Nc3ccccc3)c2O[C@@H]1CN(C)Cc1ccc(Cl)c(Cl)c1
  TcdB inh: -6.2

SMILES: CCCN(C)C[C@@H]1Oc2ncc(-c3cccc(C#N)c3)cc2C(=O)N([C@@H](C)CO)C[C@H]1C
  TcdB inh: 0.2

SMILES: CCNC(=O)C[C@@H]1CC[C@H]2[C@H](COc3ccc(NC(=O)c4ccc(F)cc4)cc3C(=O)N2C)O1
  TcdB inh: -0.7

SMILES: CC(C)NC(=O)N[C@@H]1CC[C@@H](CCNC(=O)C2CCCC2)O[C@@H]1CO
  TcdB inh: -0.3

SMILES: N#C[C@@H]1[C@@H](c2ccccc2C2=CCCCC2)[C@H](CO)N1C(=O)C1CCOCC1
  TcdB inh: 3.2

SMILES: O=C(c1cccc(F)c1)N1CCCCN2[C@H](CO)[C@@H](c3ccc(-c4ccc(F)cc4)cc3)[C@@H]2C1
  TcdB inh: 0.0

SMILES: COCC(=O)Nc1ccc2c(c1)C(=O)N(C)[C@H]1CC[C@H](CC(=O)NCc3ccccc3F)O[C@@H]1CO2
  TcdB inh: -0.2

SMILES: CCC(=O)N1C[C@H](C)[C@@H](OC)CN(C)C(=O)c2ccc(NC(=O)NC(C)C)cc2OC[C@H]1C
  TcdB inh: -0.4

SMILES: COc1ccc(NC(=O)Nc2cccc3c2O[C@@H](CN(C)Cc2ccccc2)[C@@H](C)CN([C@H](C)CO)C3=O)cc1
  TcdB inh: 0.2

SMILES: C[C@@H]1CN([C@H](C)CO)C(=O)c2cccc(N(C)C)c2O[C@@H]1CN(C)Cc1ccncc1
  TcdB inh: -2.6

SMILES: O=C(C[C@H]1CC[C@@H]2[C@H](COC[C@@H](O)CN2CC2CCOCC2)O1)NCC1CCCCC1
  TcdB inh: -1.9

SMILES: O=C(c1ccc(F)cc1)N1C[C@@H]2[C@H](c3ccccc31)[C@H](CO)N2C(=O)c1ccc(F)cc1
  TcdB inh: -5.0

SMILES: Cc1noc(C)c1S(=O)(=O)N(C)C[C@@H]1Oc2ccc(NC(=O)CCN3CCOCC3)cc2CC(=O)N([C@@H](C)CO)C[C@H]1C
  TcdB inh: 0.2

A portion of the library; the hit share may differ from the screen's.
